PfG6PD inh – PfG6PD enzyme inhibitors, primary screen, biochemical, fluorescence intensity, uHTS | PfGluPho enzyme, NADPH resazurin-diaphorase fluorescence | inhibition, % at 20 µM | hit rate 0.78% among 350,000 | glucose-6-phosphate dehydrogenase-6-phosphogluconolactonase (Plasmodium falciparum 3D7) | AID 504690, 2011;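 active = inhibition reaching at least a set limit at 20 µM in the primary screen, cut at about 59% in these data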;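 also: 0% = DMSO wells with substrate and 100% = DMSO wells lacking glucose-6-phosphate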
hIAP inh – human IAP inhibitors, primary screen, biochemical, luminescence, uHTS; purified IAP, CDP-Star luminescence, 30 min; Intestinal-type alkaline phosphatase (Homo sapiens), P09923; hit rate 0.12% among 330,000; inhibition, % at 10 µM;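 active = inhibition reaching a set limit with compound at 10 µM in the primary screen, cut at about 35% in these data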;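 also: plate controls were DMSO wells with enzyme for no effect and no-enzyme buffer wells for full effect; values of inactives mirror those of a sister screen read the other way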
ATG4B inhibitor – ATG4B protease inhibitors, primary screen, biochemical, fluorescence, uHTS; Cysteine protease ATG4B (Homo sapiens), Q9Y4P1; AID 504462, 2011; ATG4B cleavage of LC3-PLA2, NBD-HPC fluorescence, 1 h; inhibition, % at 8.33 µM; hit rate 0.51% among 340,000; in the data active = inhibition above about 40%
mIAP inh – inhibitors of mouse IAP, primary screen, biochemical, luminescence, uHTS; intestinal alkaline phosphatase [Mus musculus]; purified mouse IAP, CDP-Star luminescence, 30 min; inhibition, % at 10 µM; hit rate 0.2% among 330,000; AID 2806, 2010;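 active = inhibition of at least 40% at 10 µM in the primary screen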;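 also: plate controls were DMSO with enzyme for no effect and no enzyme wells for full effect; values of inactives mirror those of a sister screen read the other way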
APOBEC3A inh – APOBEC3A ssDNA deaminase inhibitors, primary screen, selectivity assay for APOBEC3G inhibitor project, biochemical, FAM/TAMRA oligo cleavage fluorescence; hit rate 0.41% among 330,000; inhibition, % at 20 µM; recombinant A3A, FAM/TAMRA ssDNA deamination fluorescence;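 active = at least 40% inhibition at 20 µM here, with at most 30% in a related deaminase screen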;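 also: plate controls were A3A with DMSO for no effect and wells lacking A3A enzyme for full effect; some results filed as inactive read as strong as hits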
HKDC1 inhibitor – HKDC1 hexokinase inhibitors, primary screen, biochemical, fluorescence, uHTS | inhibition, % at 20 µM | hit rate 0.16% among 340,000 | recombinant HKDC1, G6PDH/diaphorase resazurin coupled fluorescence | Q2TB90;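 active = inhibition above about 35% when tested at 20 µM, limit read from the data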;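 also: plate controls were DMSO wells with enzyme for no effect and DMSO wells lacking enzyme for full effect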
Target sequence (Q2TB90 whole entry, looked up): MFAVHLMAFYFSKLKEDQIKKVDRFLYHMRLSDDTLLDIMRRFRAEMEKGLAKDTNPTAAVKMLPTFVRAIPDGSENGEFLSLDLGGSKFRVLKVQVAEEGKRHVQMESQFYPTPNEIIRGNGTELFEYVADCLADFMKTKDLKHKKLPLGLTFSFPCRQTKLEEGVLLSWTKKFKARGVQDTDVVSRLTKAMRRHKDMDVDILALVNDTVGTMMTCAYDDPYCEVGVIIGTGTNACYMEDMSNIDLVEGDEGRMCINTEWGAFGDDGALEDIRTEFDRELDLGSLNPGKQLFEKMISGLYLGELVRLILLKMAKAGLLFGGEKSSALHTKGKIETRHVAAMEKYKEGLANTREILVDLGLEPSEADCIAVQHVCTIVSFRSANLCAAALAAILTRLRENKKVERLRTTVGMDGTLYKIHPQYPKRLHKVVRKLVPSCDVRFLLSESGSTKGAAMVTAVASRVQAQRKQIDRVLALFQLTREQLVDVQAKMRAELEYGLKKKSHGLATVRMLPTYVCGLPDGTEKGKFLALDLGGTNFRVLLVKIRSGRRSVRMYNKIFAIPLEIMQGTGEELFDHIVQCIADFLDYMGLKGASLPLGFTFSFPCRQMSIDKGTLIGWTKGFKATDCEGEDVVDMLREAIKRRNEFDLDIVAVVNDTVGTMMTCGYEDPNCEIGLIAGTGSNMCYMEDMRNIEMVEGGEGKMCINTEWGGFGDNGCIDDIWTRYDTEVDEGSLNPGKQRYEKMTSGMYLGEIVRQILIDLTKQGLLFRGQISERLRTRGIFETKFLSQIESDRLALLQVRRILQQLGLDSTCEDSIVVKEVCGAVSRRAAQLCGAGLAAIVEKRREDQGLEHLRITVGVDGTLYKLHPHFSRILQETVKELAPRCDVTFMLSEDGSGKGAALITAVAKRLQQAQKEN
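Incubation: 90 min at room temperature in dark / Material: recombinant HKDC1 (HK5) hexokinase enzyme, produced in-house / Quantity: enzyme 5 µg/mL final / Compound: one dose of 20 µM, 1% DMSO / Reagent: glucose and ATP substrates / Buffer or medium: Tris pH 8.0 buffer with MgCl2, Tween-20, BSA, BME / Technique: resorufin fluorescence at 613 nm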
hIAP activ – human IAP activators, primary screen, biochemical, luminescence, uHTS. hit rate 0.16% among 330,000. AID 2524, 2010. Intestinal-type alkaline phosphatase (Homo sapiens), P09923. activation factor at 10 µM. purified human IAP, CDP-Star luminescence, 30 min; stronger effect = higher value; 1 = vehicle-only enzyme, 0 = enzyme-free background;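 active = activation factor of the enzyme at least 2-fold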; also: the source names both 10 and 20 µM as test concentration; values of inactives mirror those of a sister screen read the other way
mIAP activ – activators of mouse IAP, primary screen, biochemical, luminescence, uHTS; muIAP, CDP-Star luminescence, 30 min; stronger effect = higher value; 1 = vehicle-only enzyme signal, 0 = enzyme-free wells; AID 2805, 2010; activation factor at 10 µM; hit rate 0.24% among 330,000; intestinal alkaline phosphatase [Mus musculus];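 active = activation factor of at least 2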; also: the source names both 10 and 20 µM as test concentration; values of inactives mirror those of a sister screen read the other way
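System: mouse IAP enzyme. Reagent: CDP-Star chemiluminescent phosphatase substrate. Benchmarks: DMSO wells, no-enzyme wells. Times: 30 min enzyme-substrate-compound incubation at room temperature. Detection: luminescence from enzymatic CDP-Star hydrolysis. Doses: test compounds delivered from DMSO solution.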
* marks the source's active call; other numbers are inactive results; nt = not tested or not shown.

no.	Compound	PfG6PD inh	hIAP inh	ATG4B inhibitor	mIAP inh
1	COC1(OC)C(=N/O)/C(=N\O)CCC1O (stereo not given)	-3	-1	-3	-6
2	OCC1CCCN(Cc2cn(Cc3ccccc3)nc2-c2cc3ccccc3o2)C1 (stereo not given)	1	-7	5	8
3	Cc1nnc(SCc2ccccc2)n1CC1CCCO1 (stereo not given)	-5	-6	-5	3
4	COc1ccc2c(c1OC)C(=O)N(c1ccccc1)C2=O	-10	5	-5	5
5	COc1ccc(N2CC(C(=O)Nc3ccc(S(=O)(=O)N4CCCCC4)cc3)CC2=O)cc1 (stereo not given)	-1	1	-12	-2
6	O=C(Nc1cccc2ncccc12)c1ccccc1[N+](=O)[O-]	3	-6	1	-2
7	CCc1cc(CNC(=O)C2CCC(=O)N(Cc3ccc(Cl)cc3)C2)on1 (stereo not given)	6	-7	1	-1
8	O=C(c1cc(S(=O)(=O)N2CCCCC2)ccc1F)N1CCCCC1	-11	-5	-1	-6
9	CCc1nc(CNC(=O)C2CCC(=O)N(Cc3cccc(OC)c3)C2)no1 (stereo not given)	-16	-4	25	-3
10	COc1ccc(S(=O)(=O)N2CCC(C(=O)Nc3ccc4c(c3)OCCO4)CC2)cc1OC	0	-8	-5	-10
11	CC(/C=N/NC(=O)Cn1nccc1C)=C\c1ccc(C(C)C)cc1	6	4	-4	-2
12	COC(=O)c1ccc(SCC(=O)N2CCC(C)CC2)c([N+](=O)[O-])c1	4	-11	2	3
13	COc1ccc(C)cc1NC(=O)NNC(=O)C(C)Oc1ccc(F)cc1Cl (stereo not given)	3	-57	-6	1
14	COc1cccc(CC(NC(C)=O)C(=O)NC2CCN(C(=O)NCc3ccccc3)CC2)c1 (stereo not given)	-1	-12	-2	-8
15	COc1ccc(CC(=O)Nc2ccccc2NC(=O)Cc2ccc(OC)cc2)cc1	-4	-7	-5	6

no.	APOBEC3A inh	HKDC1 inhibitor	hIAP activ	mIAP activ
1	-1	-9	1	1.1
2	-3	-2	1.1	0.92
3	-2	-5	1.1	0.97
4	2	-8	0.95	0.95
5	35	1	0.99	1
6	-2	9	1.1	1
7	-3	-7	1.1	1
8	0	10	1.1	1.1
9	-2	0	1	1
10	0	-1	1.1	1.1
11	1	-10	0.96	1
12	2	-6	1.1	0.97
13	-5	0	1.6	0.99
14	2	-3	1.1	1.1
15	-2	4	1.1	0.94

In the list so far, these contain a halogen.
no.	Compound	PfG6PD inh	hIAP inh	ATG4B inhibitor	mIAP inh
7	CCc1cc(CNC(=O)C2CCC(=O)N(Cc3ccc(Cl)cc3)C2)on1 (stereo not given)	6	-7	1	-1
8	O=C(c1cc(S(=O)(=O)N2CCCCC2)ccc1F)N1CCCCC1	-11	-5	-1	-6
13	COc1ccc(C)cc1NC(=O)NNC(=O)C(C)Oc1ccc(F)cc1Cl (stereo not given)	3	-57	-6	1

no.	APOBEC3A inh	HKDC1 inhibitor	hIAP activ	mIAP activ
7	-3	-7	1.1	1
8	0	10	1.1	1.1
13	-5	0	1.6	0.99

Remaining list, next part
no.	Compound	PfG6PD inh	hIAP inh	ATG4B inhibitor	mIAP inh
16	O=C(N/N=C/c1cc([N+](=O)[O-])ccc1O)c1cccc2cc[nH]c12	-13	-23	1	39
17	CCC1C(=O)CC(c2ccco2)NC1c1ccco1 (stereo not given)	-3	-7	-6	2
18	O=C(CCNC(=O)c1ccccc1)N=Nc1c(O)[nH]c2ccccc12	nt	-22	nt	2
19	CC(CN1CCOCC1)OC(=O)CCc1ccccc1 (stereo not given)	1	-7	0	-5
20	COc1cc(NC(=O)C2CCCN2S(=O)(=O)c2ccc3c(c2)CCC(=O)N3)cc(OC)c1 (stereo not given)	4	8	3	10
21	CN(C)S(=O)(=O)Oc1ccsc1C(=O)Nc1ccc(C(F)(F)F)cc1	23	4	-10	1
22	Cc1cc(C)c(C)c(S(=O)(=O)NC(C(=O)NCCc2ccco2)C(C)C)c1C (stereo not given)	-4	-9	-2	-24
23	c1ccc(-c2ccc(-c3nc(-c4cccnc4)no3)cc2)cc1	19	-18	-24	8
24	CCCOc1ccccc1C1NC(=O)NC(C)=C1C(=O)OCCOC(C)C (stereo not given)	16	-22	-11	12
25	CCOc1ccc(Nc2nc3cc(S(=O)(=O)CC)ccc3o2)cc1	15	-2	-3	12
26	O=C(NC1CCN(S(=O)(=O)c2ccccc2)CC1)C1CCCCC1	9	-1	-4	0
27	Cc1ccc(C(=O)N2c3ccccc3N(Cc3ccccc3)C(=O)C2(C)C)cc1	1	9	6	5
28	Nc1nnc(C(=O)c2ccccc2N)s1	-3	11	-1	22
29	CCOC(=O)c1cc(=O)n2c(nc3ccccc32)[nH]1	25	3	-2	2
30	COc1ccc(OCC(=O)NCCCCCCNC(=O)COc2ccc(OC)cc2)cc1	-19	-10	5	6

no.	APOBEC3A inh	HKDC1 inhibitor	hIAP activ	mIAP activ
16	3	-17	1.2	0.61
17	-4	-1	1.1	0.97
18	-2	nt	1.2	0.97
19	1	-4	1.1	1
20	0	-1	0.92	0.9
21	-2	-1	0.95	0.99
22	1	-6	1.1	1.2
23	1	12	1.2	0.92
24	-2	-11	1.2	0.88
25	3	-2	1	0.88
26	-4	12	1	1
27	2	-5	0.91	0.95
28	1	6	0.89	0.78
29	-5	-4	0.97	0.98
30	-6	0	1.1	0.94

(cont.)
no.	Compound	PfG6PD inh	hIAP inh	ATG4B inhibitor	mIAP inh
31	Cc1cc(/C=C(\C#N)C(=O)NCC2CCCO2)c(C)n1-c1ccc(Cl)cc1 (stereo not given)	10	13	11	5
32	Cc1ccc(S(=O)(=O)/N=C(/Nc2ccc(F)cc2F)c2ccccc2)cc1	6	-7	3	5
33	O=C(Cc1ccc(Br)cc1)N1CCCCCC1	-14	3	2	-4
34	CCn1c(CNC(=O)c2ccc3c(c2)OCO3)nnc1SCC(=O)Nc1cc(C)ccc1OC	6	2	-14	-16
35	O=C(c1cccs1)n1nc(-c2ccco2)nc1SCc1ccccc1	-9	4	-3	8
36	COc1cc(C2=NOC(C(=O)N3CCN(c4ccc(F)cc4)CC3)C2)cc(OC)c1OC (stereo not given)	-12	0	-11	-1
37	O=C(CSc1nnc(-c2ccccc2F)o1)NC1CC1	15	-16	-8	-11
38	O=C(CSc1nc(-c2ccccc2)c(-c2ccccc2)[nH]1)NCc1ccco1	14	-9	1	-16
39	COc1ccc(NC(=O)Cn2nnc(-c3ccccc3NS(=O)(=O)c3ccc(OC)cc3)n2)cc1	-7	-1	-1	-2
40	Cc1ccc(Cl)c(NC(=S)N(CCCN2CCOCC2)Cc2ccco2)c1	-3	2	-4	17
41	CC1CC1C(=O)Nc1cc(C(F)(F)F)ccc1N1CCOCC1 (stereo not given)	5	18	0	-6
42	Cc1ccc(CNC(=O)C2c3ccccc3C(=O)N3CCc4ccccc4C23)o1 (stereo not given)	34	13	-10	5
43	CCC(=O)NC(=S)N1CCN(c2ccc([N+](=O)[O-])cc2Cl)CC1	11	0	11	3
44	Cc1ccc(/C=N/n2c(-c3ccccc3)n[nH]c2=S)cc1	17	15	7	4
45	CCCC(=O)c1ccc(N2CCC(C)CC2)c(F)c1	12	-12	2	1

no.	APOBEC3A inh	HKDC1 inhibitor	hIAP activ	mIAP activ
31	0	-3	0.87	0.95
32	-7	1	1.1	0.95
33	0	0	0.97	1
34	-4	-3	0.98	1.2
35	-2	-5	0.96	0.93
36	-10	-4	1	1
37	2	3	1.2	1.1
38	3	16	1.1	1.2
39	-3	-10	1	1
40	-1	-7	0.98	0.83
41	0	-3	0.82	1.1
42	-1	2	0.87	0.95
43	5	-2	1	0.97
44	-8	-3	0.85	0.96
45	-2	-5	1.1	0.99

Just hIAP activ, APOBEC3A inh and hIAP inh, for 3 of the compounds above:
# | Compound | hIAP activ | APOBEC3A inh | hIAP inh
26 | O=C(NC1CCN(S(=O)(=O)c2ccccc2)CC1)C1CCCCC1 | 1 | -4 | -1
27 | Cc1ccc(C(=O)N2c3ccccc3N(Cc3ccccc3)C(=O)C2(C)C)cc1 | 0.91 | 2 | 9
28 | Nc1nnc(C(=O)c2ccccc2N)s1 | 0.89 | 1 | 11

(list continues)
no.	Compound	PfG6PD inh	hIAP inh	ATG4B inhibitor	mIAP inh
46	C=CCNC(=O)c1onc(CSc2ccccc2CC)c1C(=O)O	0	-6	-5	-1
47	Cc1cc(C)nc(SC2=CS(=O)(=O)c3ccccc32)n1	-4	-54	-7	3
48	OC1(c2cccs2)CN(c2ccc(Cl)cc2)C2=[N+]1CCCS2 (stereo not given)	3	-1	-2	-6
49	CN(C)/C=N/S(=O)(=O)c1ccc(Cl)c(Cl)c1	3	-2	1	-3
50	O=C(c1ccccc1CCc1ccccc1)N1CCCC1	15	-57	-3	-2
51	CCOc1ccc(CCNC(=O)c2nnn(CC(=O)Nc3c(C)cc(C)cc3C)c2N)cc1OCC	-23	-35	-2	-5
52	Cc1ccccc1-c1ccc(CN2CCN(C)C(CCO)C2)cc1 (stereo not given)	-10	-37	0	0
53	O=C(CC1C(=O)NCCN1CC(c1ccccc1)c1ccccc1)NC1CC1 (stereo not given)	0	-11	6	7
54	CCOC(=O)N1CCC(NC(=O)c2cc3c(-c4cccc(OC)c4)nn(C)c3s2)CC1	-11	7	-18	-4
55	OCCN1CCN(CC(O)COc2ccc(C34CC5CC(CC(C5)C3)C4)cc2)CC1 (stereo not given)	-5	-4	2	5
56	COc1ccc(C2c3[nH]c4ccccc4c3C[C@H]3C(=O)N(c4ccccc4C(=O)N4CCC(C(=O)O)CC4)C(=O)N23)cc1 (stereo not given in full)	-15	14	-16	14
57	COc1ccc(S(=O)(=O)NCC2CCCN(C(=O)CCC(F)(F)F)C2)cc1 (stereo not given)	-16	-8	-1	7
58	COc1cc(NC(=O)c2cccs2)c(OC)cc1NC(=O)CCC(=O)Nc1cccc2ncccc12	12	-10	-12	1

no.	APOBEC3A inh	HKDC1 inhibitor	hIAP activ	mIAP activ
46	-2	3	1.1	1
47	1	3	1.5	0.97
48	1	3	1	1.1
49	-1	1	1	1
50	2	-3	1.6	1
51	0	-1	1.3	1.1
52	3	0	1.4	1
53	2	-4	1.1	0.93
54	4	1	0.93	1
55	0	4	1	0.95
56	-2	-1	0.86	0.86
57	-3	-2	1.1	0.93
58	2	-7	1.1	0.99
